ALOX15 inhib = qHTS Assay for Inhibitors of 15-hLO (15-human lipoxygenase) | Polyunsaturated fatty acid lipoxygenase ALOX15 (Homo sapiens), P16050 | purified 15hLO-1, xylenol orange hydroperoxide absorbance | Potency, µM (top dose mostly 57.1 µM), for inactives: at the top dose activity change, negative = inhibition, most hits filed as inhibitors | actives 1.4% (n = 74,000); further: potency means the concentration at half of the fitted maximal effect; on the % scale 0 is the no-effect control and ±100 the full control effect; nearly all actives have a fitted effect of over 55% in size
Target sequence (P16050 whole entry, looked up): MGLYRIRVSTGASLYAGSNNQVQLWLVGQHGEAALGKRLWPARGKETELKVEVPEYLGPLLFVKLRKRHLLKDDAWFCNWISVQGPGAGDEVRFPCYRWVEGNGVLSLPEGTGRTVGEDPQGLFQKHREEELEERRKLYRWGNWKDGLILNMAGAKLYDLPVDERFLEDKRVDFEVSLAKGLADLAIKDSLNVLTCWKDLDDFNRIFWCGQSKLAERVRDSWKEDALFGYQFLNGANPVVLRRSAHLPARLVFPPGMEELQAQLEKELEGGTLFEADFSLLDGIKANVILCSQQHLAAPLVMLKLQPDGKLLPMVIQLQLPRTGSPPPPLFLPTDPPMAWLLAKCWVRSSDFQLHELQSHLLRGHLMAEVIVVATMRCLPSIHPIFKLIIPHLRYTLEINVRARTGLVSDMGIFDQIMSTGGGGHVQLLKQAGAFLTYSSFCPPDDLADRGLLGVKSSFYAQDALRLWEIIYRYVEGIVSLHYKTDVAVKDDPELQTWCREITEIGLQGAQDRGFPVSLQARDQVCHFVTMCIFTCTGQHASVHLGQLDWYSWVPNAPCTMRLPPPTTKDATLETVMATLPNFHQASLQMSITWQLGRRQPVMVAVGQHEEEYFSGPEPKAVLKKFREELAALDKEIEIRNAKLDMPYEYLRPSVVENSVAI
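Purified human 15hLO-1 (40 nM final) in 25 mM Hepes pH 7.5, 0.01% Triton X-100 was preincubated with compound 15 min at room temperature, then reacted 6 min with 50 uM arachidonic acid; hydroperoxide detected by Fe-XO, 573/405 nm absorbance ratio.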
DNA Pol III inh = qHTS Assay for Inhibitors of DNA Polymerase III Holoenzyme System. reconstituted DNA polymerase III holoenzyme replication, biochemical. Potency, µM (series often up to 57.1 µM), inactives show at the highest dose activity change, negative = inhibition. actives 0.25% (n = 71,000). AID 603, 2007; further: potency means the concentration at half of the fitted maximal effect; on the % scale 0 is the no-effect control and ±100 the full control effect
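Reconstituted *E. coli* holoenzyme (0.35 nM Pol III, 1 nM beta, 154 nM SSB, 2 nM primase) was preincubated with compound for 15 min at RT. Synthesis on 1.4 nM ssM13Gori ran 35 min, then was stopped with PicoGreen/EDTA and read as dsDNA fluorescence.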
Fluorescein autfl = qHTS Assay for Spectroscopic Profiling in Fluorescein Spectral Region. Compound autofluorescence, 480/540 nm, fluorescein-equivalent; hits give high values. max fluorescein-equivalent concentration, M. actives 0.91% (n = 59,000). AID 593, 2007; in the data active means max fluorescein-equivalent concentration above about 10 nM; inconclusive means between about 1.1 nM and that limit
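Tris 100 mM pH 8.0; 15 min RT; CCD read, ex 480/em 540 nm. Output: fluorescein-equivalent concentration per compound concentration, from six-point dye series on each plate.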
4-MU autofl = qHTS Assay for Spectroscopic Profiling in 4-MU Spectral Region | compound autofluorescence, 340/450 nm, 4-MU equivalents; hits give high values | max dye-equivalent concentration, M | actives 11% (n = 59,000); in the data active means max dye-equivalent concentration above about 10 nM; inconclusive means mostly about 1.1 nM to 9.6 nM
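Intrinsic fluorescence at 340/450 nm (ex/em) was read after 15 min at room temperature in pH 8.0, 100 mM Tris. Each compound concentration expressed as 4-MU-equivalent concentration from a six-point 4-MU standard series on each plate.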
HBB splicing = qHTS Assay for Modulators of Hemoglobin Beta Chain Splicing; actives 0.06% (n = 65,000); AID 925, 2007; Potency, µM (titrated, usually from 46.1 µM), without a hit: top-dose activation, actives largely listed as activators; HBB splicing reporter cell assay, activation; EGFP reporter with mutant IVS2-654 intron; response scale: normalised to 500 nM splice-correcting PNA; further: potency means the concentration at half of the fitted maximal effect; 0% is about no effect
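HeLa cells stably expressing EGFP interrupted by mutant beta-globin intron 2 (IVS2-654), 500/well in 2% FCS. Treated with compound for 2 days at 37C. Splicing correction scored as total well GFP intensity (488 nm excitation, 500-520 nm emission); 500 nM antisense PNA served as control.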
GFP derepression = qHTS Assay for Epigenetic Modulators. mouse C127i GFP locus derepression, cytometry, 30 h. Potency, µM (series often up to 46.1 µM), for inactives: at the highest dose GFP derepression (activation). actives 0.09% (n = 68,000). AID 597, 2007; further: % of control where 0% means no effect
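Read-out is the number of GFP-positive cells, scored as fluorescent objects 20 to 120 um wide, reflecting derepression of a silenced CMV-GFP reporter in murine C127i cells after 30 h compound exposure at 37 C.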
Texas Red fluor = qHTS Assay for Spectroscopic Profiling in Texas Red Spectral Region | Compound fluorescence, Texas Red channel, 547/618 nm; hits give high values | max dye-equivalent concentration, M | actives 0.06% (n = 59,000) | AID 587, 2007; in the data active means max dye-equivalent concentration above about 10 nM; inconclusive means between about 1.1 nM and that limit
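Compound titrations in 100 mM Tris pH 8.0 were incubated 15 min at room temperature and read at 547 nm excitation / 618 nm emission. Texas Red six-point standard curve on each plate converted fluorescence to dye-equivalent concentration.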
HADH2 inh = qHTS Assay for Inhibitors of HADH2 (Hydroxyacyl-Coenzyme A Dehydrogenase, Type II); 3-hydroxyacyl-CoA dehydrogenase type-2 (Homo sapiens), Q99714; recombinant HADH2, NADH fluorescence, beta-hydroxybutyryl-CoA; Potency, µM (doses to about 57.1 µM), without a hit: at the highest dose activity change, negative = inhibition, actives largely listed as inhibitors; actives 3.4% (n = 73,000); further: potency means the concentration at half of the fitted maximal effect; on the % scale 0 is the no-effect control and ±100 the full control effect; nearly all actives have a fitted effect of over 60% in size; many of its hits are not listed in these tables
Target sequence (Q99714 whole entry, looked up, one chain of several): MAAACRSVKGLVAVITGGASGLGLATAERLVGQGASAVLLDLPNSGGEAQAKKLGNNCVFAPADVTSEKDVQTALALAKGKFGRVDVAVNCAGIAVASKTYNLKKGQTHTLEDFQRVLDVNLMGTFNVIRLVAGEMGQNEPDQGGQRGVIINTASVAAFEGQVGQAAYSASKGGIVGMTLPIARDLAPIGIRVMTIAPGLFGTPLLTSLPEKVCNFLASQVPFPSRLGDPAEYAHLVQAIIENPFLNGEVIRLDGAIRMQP
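Read-out: 360 nm excitation, 450 nm emission, kinetic over 4 min. Conditions: His-tagged human HADH2 20 nM, pH 9.0 Tris with Tween-20, 1 mM NAD+, 90 uM beta-hydroxybutyryl-CoA.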
Rhodamine autofl = qHTS Assay for Spectroscopic Profiling in Rhodamine Spectral Region; Rhodamine-region fluorescence, 547/598 nm, Tris buffer; hits give high values; max dye-equivalent concentration, M; actives 0.05% (n = 59,000); in the data active means max dye-equivalent concentration above about 11 nM; inconclusive means between about 1.1 nM and that limit
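Read-out is relative fluorescence at 547 nm excitation and 598 nm emission, expressed as dye-equivalent concentration using rhodamine standards on every plate. Each compound was profiled across a concentration series after 15 min in 100 mM Tris, pH 8.0.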
Hsp90 Hop PPI = qHTS Assay for Disrupters of an Hsp90 Co-Chaperone Interaction. Hsp90 C-terminal peptide / TPR2A (Hop) interaction, human. AlphaScreen TPR2A-His6 binding biotin-Hsp90 C-terminal peptide. Potency, µM (highest dose often 57 µM), without a hit: at the highest dose activity change, negative = inhibition. actives 0.44% (n = 71,000); active means well fitted curve in either direction with a large enough effect; inconclusive means small, poorly fitted or top-dose-only effect, or another doubt; further: potency means the concentration at half of the fitted maximal effect; on the % scale 0 is the no-effect control and ±100 the full control effect; many of its hits are not listed in these tables
Ub-GFP proteasome = Ubiquitin-GFP Assay. 67,000 tested, under 10 active. Potency, µM (series often up to 45.9 µM), for inactives: at the highest dose activation (GFP accumulation), hits mostly activators. Ubiquitin-GFP reporter cells, proteasome inhibition, GFP fluorescence; response scale: untreated = 0%, 10 µM MG-132 = 100%; active means well fitted activation curve with a large enough effect, not every such curve was filed as active; inconclusive means small, poorly fitted or top-dose-only effect, or another doubt; inactive means no such curve, though single readings can be large or run the other way; further: potency means the concentration at half of the fitted maximal effect
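U2OS cells stably expressing ubiquitin(G76V)-GFP, seeded overnight in 0.5% FBS medium, were exposed to compounds (qHTS, 46 uM to 2.9 nM) for 4 hr at 37 °C. GFP-positive cells were counted by laser cytometry (488 ex/515 em), normalized between basal and 10 uM MG-132.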
* = called active by the depositor; i = inactive; ? = inconclusive; · = no result given; & = joins results of further samples; [ ] = remark or other dose. Unless noted, the call rests on the fitted dose curve; in most records, active means well fitted curve in the direction sought with a large enough effect; inconclusive means small, poorly fitted or top-dose-only effect, or another doubt; inactive means no such curve, though single readings can be large; an effect the other way counts as inactive or inconclusive. Not all compounds are listed; count on the stated rates, not on these rows.

SMILES	ALOX15 inhib	DNA Pol III inh	Fluorescein autfl	4-MU autofl	HBB splicing	GFP derepression	Texas Red fluor	HADH2 inh	Rhodamine autofl	Hsp90 Hop PPI	Ub-GFP proteasome
Cn1cc(CCC(=O)N2CCC3(CC2)OCCO3)c2ccccc21	-1%	-7%	i	?	-3.0%[57.5 µM]	2%	i	3%	i	-3%	7%
NCCCP(=O)(O)CCc1ccccc1	-16%	-2%	?	i	6.1%[0.369 µM]	0%	i	0%	i	-7%	·
Oc1ccc(Br)cc1CN1CCN(c2ccccc2)CC1	-6%	2%	·	·	0.2%[9.22 µM]	0%	·	-2%	·	4%	10%
C[C@@H](Cc1ccc(OCC(=O)O)cc1)NC[C@H](O)c1cccc(Cl)c1	-6%[25.6 µM]	-3%&2%	?	i	-1.1%	-1%&-1%	i	-4%&-24%	i	0%&-3%	1%&2%
CCOC(=O)c1c(-c2ccccc2)oc2ccc(OC(=O)N(C)C)cc12	-1%	-2%	i	5e-08M*	0.3%	0%	i	7.9µM*	i	28%	7%
C(=NC1CCCCC1)=NC1CCCCC1	0%	0%	·	·	0.1%	·	·	-2%	·	4%	·
NCCSC(c1ccccc1)c1ccccc1	1%[11.4 µM]	-19%[11.4 µM]	i	i	2.0%[9.22 µM]	2%[9.22 µM]	i	13%[11.4 µM]	i	-2%[11 µM]	3%[9.17 µM]
OCc1cnc[nH]1	0%&11%	-1%	i	i	-1.9%	-1%	i	-14%&-6%	i	-9%	-3%
C=CCN1CCc2cccc3c2[C@@H]1Cc1ccc(O)c(O)c1-3	?	-7%	?	?	0.7%	-2%	i	0.32µM*	i	?	-2%
C[C@@H]1NCCc2cc(O)c(O)cc21	-17%[25.6 µM]	0%[25.6 µM]	?	i	-0.3%[20.6 µM]	-2%[20.6 µM]	i	0.25µM*	i	-1%[26 µM]	-1%[20.5 µM]
COCCCn1c(N)c(C(=O)NCCC(C)C)c2nc3ccccc3nc21	-22%	-12%	i	4.2e-07M*	-1.8%[0.369 µM]	2%	?	?	i	25µM*	1%
CNC(=O)O/N=C/C(C)(C)S(C)=O (stereo unspecified)	2%	-1%	·	·	-0.3%	·	·	5%	·	-1%	·
O=[N+]([O-])c1cc([N+](=O)[O-])c2ccccc2c1	-9%	-5%	·	·	-0.5%	·	·	-6%	·	-11%	·
COc1ccc(Nc2ncc(C(=O)N3CCC4(CC3)OCCO4)c3ccccc23)cc1	-8%	0%	i	i	-0.7%	4%	i	-8%	i	1%	-13%
O=C1CC(N(O)c2ccccc2)C(=O)N1Cc1ccccc1 (stereo unspecified)	?	-6%[11.4 µM]	·	·	-0.8%[0.0738 µM]	0%	·	-6%[11.4 µM]	·	-5%[11 µM]	1%[9.17 µM]
CCCCn1c(O)c(C=NC2CC3CCC2(C)C3(C)C)c(=O)[nH]c1=O (stereo unspecified)	-13%	-2%	i	1.6e-07M*	1.3%	5%	i	1%	i	-6%	15%
CCC(=NCc1ccc2c(c1)OCO2)c1c(O)n(C)c(=O)n(C)c1=O	-1%	-7%	i	i	1.2%[0.369 µM]	2%	i	5%	i	-1%	5%
CCCn1c(C)c(C(=O)c2ccc3ccccc3c2)c2ccccc21	?	-4%	i	i	-0.8%	-1%	i	6%	i	-3%	-3%
Cc1cc([P+](=O)O)c(C)n1-c1ccc(Br)cc1	89%	-1%	?	i	-5.4%	0%	i	-11%	i	-3%	-3%
Nc1cc(Cl)ccc1Cl	-5%	3%	·	·	1.0%	·	·	-10%	·	-1%	·
NC(=O)CN1C2CCC1CC(NC(=O)C1CC1)C2 (stereo unspecified)	13%	-2%	i	i	0.8%[57.5 µM]	3%	i	-10%	i	2%	1%
Oc1cccc(Cl)c1	4%	-1%	·	·	-0.6%	·	·	-3%	·	-12%	·
COC(=O)C(O)(c1ccc(N(C)S(=O)(=O)c2ccccc2)cc1)C(F)(F)F (stereo unspecified)	-21%	3%	·	·	-0.8%	-2%	·	12%	·	-8%	·
O=[N+]([O-])c1c(Cl)c(Cl)c(Cl)c(Cl)c1Cl	-6%	-4%	·	·	0.7%	·	·	-4%	·	-11%	·
CC1=CC(=O)C2=C(C)C[C@H](O)[C@@H]3[C@@H](OC(=O)[C@H]3C)[C@H]12	·	-6%	i	i	·	0%[9.22 µM]	i	4%	i	-3%	5%
Cc1cc2c(C(F)(F)F)cc(=O)oc2c2c1NCCC2	3%	11%	·	·	3.1%[9.22 µM]	?	·	-2%	·	12%	-11%
Cc1cc(Cl)ccc1OCC(=O)O	3%	-4%	i	i	-0.5%[57.5 µM]	-1%	i	-9%	i	1%	-5%
C[C@]1(O)CC[C@H]2[C@@H]3CCC4=CC(=O)CC[C@]4(C)[C@@]3(F)[C@@H](O)C[C@@]21C	2%	-1%	·	·	-0.1%	·	·	?	·	4%	·
NC(=O)Nc1cccc(C(F)(F)F)c1	6%	5%	?	i	-1.3%	6%	i	-5%	i	-5%	-3%
CN1C[C@@H](CNC(=O)OCc2ccccc2)C[C@H]2c3cccc4c3c(cn4C)C[C@@H]21	·	-8%	3.9e-08M*	?	0.1%	2%	i	7%	i	-29%	-1%
CCOCN(C(=O)CCl)c1c(C)cccc1CC	3%	0%	·	·	-0.3%	·	·	-9%	·	-14%	·
O=C(O)CS(=O)(=O)C(c1ccccc1)c1ccccc1	-2%[11.4 µM]	-1%[11.4 µM]	i	i	0.2%[9.22 µM]	0%[9.22 µM]	?	6%[11.4 µM]	i	-6%[11 µM]	-1%[9.17 µM]
C[C@@H]1O[C@H](O[C@H]2C[C@@H](O)[C@]3(CO)[C@H]4[C@H](O)C[C@]5(C)[C@@H](C6=CC(=O)OC6)CC[C@@]5(O)[C@H]4CC[C@]3(O)C2)[C@@H](O)[C@H](O)[C@H]1O	·	-3%	i	i	·	0%[9.22 µM]	i	-11%	i	-5%	1%
CN1CCN(Cc2ccccc2C(F)(F)F)CC1	1%[11.4 µM]	2%[11.4 µM]	·	·	-2.5%[0.0738 µM]	-3%	·	-1%[11.4 µM]	·	-3%[11 µM]	-5%[9.17 µM]
NS(=O)(=O)c1ccc(N=Cc2c(O)n(C3CCCCC3)c(=O)n(C3CCCCC3)c2=O)cc1	-8%	1%	·	·	8.9%	0%	·	-11%	·	-3%	12%
O=C(NCc1ccc2c(c1)OCO2)c1cc(-n2cnnc2)ccc1Cl	?	-12%	i	i	-1.2%	0%	i	-9%	i	-5%	0%
C=C1CC[C@@H](O)C/C1=C/C=C1\CCC[C@]2(C)[C@@H]1CC[C@H]2[C@@H](C)CCCC(C)C	·	1%	i	i	·	2%[9.22 µM]	i	9%	i	-1%	0%
Cc1noc(C)c1C(=O)N1CCC2(CCCN(CC(C)C)C2)CC1	0%	-11%	i	i	3.9%	2%[9.22 µM]	i	-7%	i	-11%	4%
COC1=CC(=O)OC(CCc2ccc3c(c2)OCO3)C1 (stereo unspecified)	-3%	3%	·	·	0.3%	·	·	-8%	·	-3%	·
C=CC=O	5%	9%	·	·	-0.6%	·	·	6%	·	-5%	·
Cc1nnc2ccc(-c3cccc(C(F)(F)F)c3)nn12	-5%[25.6 µM]	-4%	·	·	·	0%	·	11%	·	-3%	1%
CCCN1CCC2(CC1)NC(CO)(CO)CO2	-1%	-7%	?	i	-1.5%	3%	i	2%	i	1%	2%
COC1=C[C@H]2[C@@H]3Cc4ccc(OC)c(O)c4[C@@]2(CCN3C)CC1=O	·	-7%	i	?	·	-2%[9.22 µM]	i	1%	i	-7%	-3%
O=C1CC(c2ccccc2)CC(O)=C1C=NCCN1CCN(C(=O)Cc2ccccc2)CC1 (stereo unspecified)	-4%	-11%	·	·	0.4%	0%	·	-10%	·	-4%	7%
CN(C)CCCc1cccnc1	0%[11.4 µM]	-10%[11.4 µM]	?	i	1.5%[9.22 µM]	10%[9.22 µM]	i	4%[11.4 µM]	i	-1%[11 µM]	2%[9.17 µM]
